# From PubChem
# TROY signal inh – TROY signaling inhibition. 0.98% of 360,000 active. AID 1347056. inhibition, % at 10 µM. Q293 LMP1-TROYcd NF-kB luciferase reporter, 4 h;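 active means compounds whose plate-normalised and pattern-corrected inhibition of the luciferase reporter signal at the single screening dose is 50% or more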
# NR2E3 ag-1 – agonists of human nuclear receptor NR2E3. inhibition of corepressor binding, % at 4.78 µM. GST-NR2E3/biotin-RetCOR TR-FRET, 1536-well. AID 2300. 0.12% of 320,000 active;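 active means percent inhibition above the cutoff of mean plus 3 SD of all tested compounds, set per screening campaign, cut at about 20% in these data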;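 further: 0% = DMSO wells and 100% = biotin wells as full block of FRET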
# Target sequence (Q9Y5X4 whole entry, looked up): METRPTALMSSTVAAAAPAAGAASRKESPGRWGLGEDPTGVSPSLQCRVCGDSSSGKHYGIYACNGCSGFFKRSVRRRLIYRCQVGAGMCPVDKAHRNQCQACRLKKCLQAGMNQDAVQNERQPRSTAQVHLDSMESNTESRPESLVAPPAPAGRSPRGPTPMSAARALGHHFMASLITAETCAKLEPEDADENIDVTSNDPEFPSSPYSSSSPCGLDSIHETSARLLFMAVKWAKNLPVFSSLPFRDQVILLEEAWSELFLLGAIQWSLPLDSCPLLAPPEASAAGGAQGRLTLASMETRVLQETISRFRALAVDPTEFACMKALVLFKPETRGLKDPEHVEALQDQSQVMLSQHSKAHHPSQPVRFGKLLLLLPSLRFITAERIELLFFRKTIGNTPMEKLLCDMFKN
#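 Test system – NR2E3–RetCOR corepressor complex · Quantity – NR2E3 fusion 1.35 nM · Buffer or medium – Tris pH 7.5 · Incubation – Compound–protein incubation for 5 h at 4 °C · Technique – TR-FRET, Eu(K)-anti-GST donor, streptavidin-D2 acceptor, ex 340, em 617/671 nm · Evaluation – percent inhibition of 671/617 nm emission ratio versus biotin and DMSO controls · Plate – 1536-well format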
# C8 TRAIL sens – caspase-8 TRAIL sensitization; NB7+C8 cells + TRAIL, ATPlite viability luminescence; inhibition (viability loss, TRAIL sensitization), % at 10 µM; 1% of 360,000 active; AID 624354;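 active means compounds causing at least 50% loss of cell viability in the single-dose screen, relative to plate controls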
# HIF-2a block – HIF-2a inhibition; 786-0 RCC cells HIF-2a reporter, luciferase luminescence, overnight; inhibition, % at 18.8 µM; 0.72% of 360,000 active; AID 624352;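 active means inhibition of the luminescence signal of 40% or more relative to plate controls, in a single-dose primary screen at 18.75 µM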
# CF NFkB inh – cystic fibrosis NF-kB activation inhibition; KKLEB NF-kB-GFP reporter, PAF-induced, GFP fluorescence overnight; inhibition, % at 5 µM; 0.86% of 360,000 active; AID 588850;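 active means at least 50% inhibition at 5 µM, scaled per plate between neutral and stimulator controls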;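 further: PAF is a Pseudomonas aeruginosa culture filtrate used as stimulus; plate controls were PAF-stimulated DMSO wells for no effect and unstimulated DMSO wells for full effect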
# MITF TRPM1 inh – inhibitors of MITF-driven TRPM1 promoter in melanoma cells; SK-MEL-5 TRPM1 promoter luciferase, 24 h; inhibition, % at 12.5 µM; 0.83% of 330,000 active; AID 488899;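 active means mean inhibition across replicates of 60% or more, whatever share of single replicates reaches that level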; further: values of inactives mirror those of a sister screen read the other way
# Peg3 prom inh – Peg3 promoter activity inhibition; HeLa PEG-Prom luciferase reporter, luminescence, overnight; inhibition, % at 20 µM; 1.7% of 360,000 active; AID 588405;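 active means inhibition of at least 50% at 20 µM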
# Shn3 3UTR inh – inhibitors of Schnurri-3 3'UTR reporter in osteoblasts; inhibition, % at 12.5 µM; 0.52% of 360,000 active; Clone20 osteoblast Shn3 3'UTR firefly luciferase, 24 h;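 active means mean inhibition of at least 75% with every replicate also reaching 75%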;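 further: 0% = median of neutral control wells and 100% = pilot-screen positive control compound; some compounds past the cut are filed as inactive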
# TWEAK-Fn14 inh – TWEAK-Fn14 signaling inhibition. inhibition, % at 10 µM. 2% of 360,000 active. TWEAK-stimulated Fn14 reporter cells, luciferase luminescence, 8 h. AID 1159606; in the data active means inhibition above about 50%
# KKLEB tox – CF airway cell cytotoxicity counter-screen | KKLEB CF airway cells viability, ATPlite luminescence, overnight; stronger effect = lower value; cells stimulated with P. aeruginosa culture filtrate | activity change (cytotoxicity), % at 5 µM | 0.36% of 360,000 active | AID 602141;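 active means corrected activity change at or below -50% at 5 µM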
# NR2E3 ag-2 – agonists of human NR2E3 nuclear receptor; 0.35% of 360,000 active; AID 602229; inhibition of corepressor binding, % at 3.98 µM; CHO-S Gal4-NCOR/VP16-NR2E3 two-hybrid, luciferase;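 active means inhibition above the mean of all tested compounds plus 3 SD, cut at about 70% in these data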;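 further: 0% = DMSO with NR2E3 transfected cells and 100% = cells lacking NR2E3 construct; higher means lower luciferase signal from less NR2E3 corepressor binding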
# Starred values were filed as active, the others as inactive; / = not tested or not shown. This is a subset; rates above refer to the full screens.
SMILES,TROY signal inh,NR2E3 ag-1,C8 TRAIL sens,HIF-2a block,CF NFkB inh,MITF TRPM1 inh,Peg3 prom inh,Shn3 3UTR inh,TWEAK-Fn14 inh,KKLEB tox,NR2E3 ag-2
CC(=O)Oc1ccccc1N1C(=O)c2ccc(C(=O)O)cc2C1=O,-13,1,7,-1,3,4,8,-5,-3,-7,-9
COC(=O)C1=CN(C(C)C)C=C(C(=O)OC)C1c1cc2c(cc1Br)OCO2,-15,5,-2,13,-3,10,10,3,20,-35,18
CCN(c1ccccc1)S(=O)(=O)c1ccc(C(=O)N(CCCN(C)C)c2nc3cc4c(cc3s2)OCO4)cc1,-1,0,18,-3,24,-3,52*,6,-9,-4,-7
CC(C)C[C@@H](NC(=O)C1CCC(CNC(=O)[C@@H]2CCCN2C(=O)OC(C)(C)C)CC1)C(=O)O (stereo partly specified),-15,/,7,14,3,7,5,12,5,6,-11
O=C(c1ccccc1)c1c(O)nc(-c2ccccc2)n(-c2ccccc2)c1=O,-49,-2,-9,-39,-7,3,6,-23,-22,15,-25
Cc1ccccc1CN1C(=O)C(O)(CC(=O)c2ccncc2)c2ccccc21 (stereo unspecified),/,2,-18,13,-8,13,15,7,1,4,-34
CC(C)(C)c1nnc(NC(=O)CCn2cnc3ccccc3c2=O)s1,2,3,-5,8,-7,6,-8,9,-2,1,1
COc1ccc(CCNc2oc(COc3ccc(F)cc3)nc2C#N)cc1,21,3,0,20,-16,-8,8,-2,14,1,-15
CN(CC(=O)Nc1cccc(F)c1)C(=O)c1cccc(S(=O)(=O)N2CCN(c3ccccc3)CC2)c1,26,-3,-5,9,12,8,18,72,22,4,26
CC1=CC(c2ccccc2)n2nc(NC(=O)CCC(=O)O)nc2N1 (stereo unspecified),-1,1,2,10,-3,11,5,0,15,0,5
COc1ccc(Cc2nnc(NC(=O)CS(=O)(=O)Cc3ccccc3)s2)cc1,-1,-2,-5,16,-3,2,19,-6,-14,-3,22
Cc1ccc(-c2[nH]c(=O)n3ccncc23)s1,4,-9,-15,12,-1,-12,-3,-10,-18,1,-27
COc1ccc(/C(C)=N/OCC(=O)N2CC3(C)CC2CC(C)(C)C3)cc1 (stereo unspecified),12,2,11,8,-6,12,10,-5,-1,-10,-4
O=C(c1cc2cc3ccc(Cl)cc3nc2o1)N1CCCCCC1,-78,-1,18,-234,-19,-97,-354,-116,-37,1,-106
O=C(CSc1nnnn1-c1ccccc1)N1CCN(C(=O)c2ccco2)CC1,9,1,-10,4,-7,2,0,-1,-17,-4,13

# Two entries from above, reformatted:
Molecule	TROY signal inh	NR2E3 ag-1	C8 TRAIL sens	HIF-2a block	CF NFkB inh	MITF TRPM1 inh	Peg3 prom inh	Shn3 3UTR inh	TWEAK-Fn14 inh	KKLEB tox	NR2E3 ag-2
COc1ccc(/C(C)=N/OCC(=O)N2CC3(C)CC2CC(C)(C)C3)cc1 (stereo unspecified)	12	2	11	8	-6	12	10	-5	-1	-10	-4
O=C(c1cc2cc3ccc(Cl)cc3nc2o1)N1CCCCCC1	-78	-1	18	-234	-19	-97	-354	-116	-37	1	-106

# Next section.
SMILES,TROY signal inh,NR2E3 ag-1,C8 TRAIL sens,HIF-2a block,CF NFkB inh,MITF TRPM1 inh,Peg3 prom inh,Shn3 3UTR inh,TWEAK-Fn14 inh,KKLEB tox,NR2E3 ag-2
CCOc1ccccc1NC(=O)c1ccc(NC(=O)C2CCCO2)cc1 (stereo unspecified),-2,2,-2,-17,23,-12,-12,-23,-1,-26,24
Cc1ccc(NC(=O)c2nc(S(=O)(=O)Cc3ccccc3C)ncc2Cl)cc1C,86*,-1,58*,93*,99*,78*,108*,96*,83*,-98*,23
O=C(COc1cccnc1[N+](=O)[O-])NCc1ccc2c(c1)OCO2,-13,2,20,1,-4,13,-3,-1,2,-8,-45
CCC(c1nnnn1-c1ccc2c(c1)OCCO2)N1CCN(C(=O)c2ccco2)CC1 (stereo unspecified),-6,/,-4,-8,/,/,/,/,1,/,-25
Cc1ccc(S(=O)(=O)Oc2ccc(/C=N/NC(=O)c3ccncc3)cc2)cc1,-2,3,17,7,4,8,-55,-1,-26,8,-4
Cc1ccc(/C=C/c2nc3ccccc3c(=O)n2CCc2ccccc2)cc1,-7,2,2,-55,-11,-3,-19,13,14,2,-33
CCN(CC)CCCNC(=O)CN1N=C(c2ccc(OC)cc2)CCC1=O,-2,-5,0,2,-3,6,12,-1,6,2,3
c1ccc(N(c2ccccc2)c2nc(N3CCCC3)nc(-n3ccnc3)n2)cc1,23,-1,-2,18,0,4,29,31,6,6,-26
CCOC(=O)c1cc(-c2sc(NC(=O)c3ccccc3)nc2C)n(CCO)n1,-13,/,13,1,7,/,7,4,0,-1,8
COc1cccc(NC(=O)NCCCN2CCN(c3ccc(F)cc3)CC2)c1,21,2,11,5,-4,6,8,2,1,5,-31
CCN(CC)S(=O)(=O)c1ccc(NC(=O)CN(c2cccc(F)c2)S(C)(=O)=O)cc1,-1,2,-19,4,17,0,4,12,3,-13,2
COc1cc(CN2CCNC(=O)C2CC(=O)N2CCc3ccccc3C2)cc(OC)c1 (stereo unspecified),13,3,3,9,7,-5,0,-9,4,2,9
O=C(NCc1ccc(Cl)cc1)c1cc2ccccn2n1,-33,5,15,-154,14,-16,-69,-22,-25,15,-38
Cc1occc1-c1nnc(SCC(=O)NCCc2ccccc2)n1Cc1ccccc1,7,-4,-7,19,-13,10,-4,-2,-3,1,-20
O=C(NCC1(N2CCCCC2)CCCCC1)c1cccc(NS(=O)(=O)c2ccccc2)c1,-9,-4,12,2,-14,-11,3,-9,-1,9,9

# Reformatted as labelled records: entries from further up
> O=C(COc1cccnc1[N+](=O)[O-])NCc1ccc2c(c1)OCO2
  TROY signal inh: -13
  NR2E3 ag-1: 2
  C8 TRAIL sens: 20
  HIF-2a block: 1
  CF NFkB inh: -4
  MITF TRPM1 inh: 13
  Peg3 prom inh: -3
  Shn3 3UTR inh: -1
  TWEAK-Fn14 inh: 2
  KKLEB tox: -8
  NR2E3 ag-2: -45
> CCC(c1nnnn1-c1ccc2c(c1)OCCO2)N1CCN(C(=O)c2ccco2)CC1 (stereo unspecified)
  TROY signal inh: -6
  NR2E3 ag-1: /
  C8 TRAIL sens: -4
  HIF-2a block: -8
  CF NFkB inh: /
  MITF TRPM1 inh: /
  Peg3 prom inh: /
  Shn3 3UTR inh: /
  TWEAK-Fn14 inh: 1
  KKLEB tox: /
  NR2E3 ag-2: -25
> Cc1ccc(S(=O)(=O)Oc2ccc(/C=N/NC(=O)c3ccncc3)cc2)cc1
  TROY signal inh: -2
  NR2E3 ag-1: 3
  C8 TRAIL sens: 17
  HIF-2a block: 7
  CF NFkB inh: 4
  MITF TRPM1 inh: 8
  Peg3 prom inh: -55
  Shn3 3UTR inh: -1
  TWEAK-Fn14 inh: -26
  KKLEB tox: 8
  NR2E3 ag-2: -4
> Cc1ccc(/C=C/c2nc3ccccc3c(=O)n2CCc2ccccc2)cc1
  TROY signal inh: -7
  NR2E3 ag-1: 2
  C8 TRAIL sens: 2
  HIF-2a block: -55
  CF NFkB inh: -11
  MITF TRPM1 inh: -3
  Peg3 prom inh: -19
  Shn3 3UTR inh: 13
  TWEAK-Fn14 inh: 14
  KKLEB tox: 2
  NR2E3 ag-2: -33

# Next structures follow.
SMILES,TROY signal inh,NR2E3 ag-1,C8 TRAIL sens,HIF-2a block,CF NFkB inh,MITF TRPM1 inh,Peg3 prom inh,Shn3 3UTR inh,TWEAK-Fn14 inh,KKLEB tox,NR2E3 ag-2
COc1cccc(C(=O)N2CCC[C@@H]2C(=O)N2CCC[C@@H]2C(=O)NCc2ccccc2Cl)c1,-4,/,-5,-3,/,/,/,/,10,/,-1
C=CCSc1ncccc1C(=O)NCc1ccc(C)cc1,-16,3,2,-2,16,7,-6,1,-8,-16,4
CCc1ccccc1NC(=S)N1N=CCC1c1ccccc1 (stereo unspecified),-26,3,-3,-71,0,-26,-75,-34,-3,7,-58
Cc1cc(C)n2c(SCc3ccccc3Cl)nnc2n1,-26,2,5,-71,5,-15,-53,-2,-25,-4,-7
COCC(=O)OCC(=O)c1cc(C)n(-c2ccc(Br)cc2)c1C,0,-8,-9,8,-8,2,15,9,-1,4,-4
C/C(Cl)=C\Cn1c(O)c(N=NC(N)=S)c2cc(Br)ccc21,26,-1,8,19,56*,16,0,21,-3,-6,27
CC(NC(=O)C1CC2CCCC(C1)C2=O)c1ccccc1 (stereo unspecified),4,2,-10,24,8,2,16,-6,3,0,-10
COc1cccc(C(C)NC(=O)C2CCCC2)c1 (stereo unspecified),30,5,-3,23,12,-3,13,8,8,1,10
Cc1ccc(Nc2nc(NCC3CCCO3)nc(N)c2[N+](=O)[O-])cc1C (stereo unspecified),-27,-1,-12,9,9,-14,14,-2,-18,13,5
CCN(CC)C(=O)c1sc(N2C(=O)Nc3ccccc3N2O)c(C(=O)OC)c1C,18,6,-9,15,-2,9,-2,6,1,5,-13
CCn1nnc2cc(C(=O)N3CCC(C(=O)OC)CC3)ccc21,3,/,3,-8,0,-13,2,-1,-20,-2,-1
CN1CCN(CC(=O)N2N=C(c3cccs3)CC2c2ccco2)CC1 (stereo unspecified),2,0,2,11,5,11,-1,-7,14,6,-9
COc1ccc(-c2csc(C(O)c3cccnc3)n2)cn1 (stereo unspecified),-25,/,2,-48,-5,/,-34,-4,-13,9,-6
CCc1nc(SCc2ccc(C(=O)OC)o2)c2c(=O)n(C)c(=O)n(C)c2n1,10,3,15,17,-12,-6,12,30,21,3,-17
Cc1nc(Cc2ccc(OC(C)C)cc2)[nH]c(=O)c1CC(=O)O,15,1,-1,9,0,-7,-3,1,-21,2,-8
Cc1nc(C(F)(F)F)c(C(=O)N/N=C(\N)c2cccnc2)s1,0,3,7,7,-31,5,6,8,-2,17,-8
Cc1ccccc1-n1cc(CNC(=O)CCc2nnc(CCc3ccccc3)o2)cn1,-11,3,2,-16,-2,-8,-10,5,3,-9,-5
CCC(CC)NC(=O)C1CCN(S(=O)(=O)c2cccs2)CC1,-8,2,0,1,-2,20,16,-15,-8,14,-26
CCOc1ccccc1CN1CCN(Cc2ccc(C)o2)CC1CCO (stereo unspecified),-7,1,11,16,-6,5,-3,-3,12,4,-2
Cc1c(C(=O)OCC(=O)N2CCCC2)cccc1[N+](=O)[O-],3,-2,3,-57,-7,-30,-43,-17,12,-13,-12
Cc1cc2c(cc1S(=O)(=O)N1CCN(c3ccc(Cl)cc3)CC1)OCCN2C,5,0,-1,8,22,/,14,9,17,-5,17
